Artemis endo inh: Artemis endonuclease inhibitors, primary screen, biochemical, fluorescence intensity, FAM/BHQ-1 hairpin substrate; Protein artemis (Homo sapiens), Q96SD1; recombinant Artemis, quenched FAM hairpin cleavage fluorescence; inhibition, % at 10 µM; 0.78% of 30,000 active;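 active = at 10 µM dose, at least 30% inhibition, measured as corrected fluorescence normalized to stimulator and neutral control wells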
* = called active by the depositor. An excerpt, so the mix of outcomes need not match the whole.

SMILES	Artemis endo inh
COC(=O)c1ccc(C(=O)OC)c(NC(=O)COC(=O)C2CC2C)c1 (configuration not stated)	2
O=C(CSc1nnc(-c2ccccc2Cl)n1Cc1ccco1)Nc1ccc2c(c1)OCCO2	6
O=C(Cn1c(=O)oc2ccccc21)Nc1ccc(S(=O)(=O)N2CCCCC2)cc1	-9
Cc1sc2ccccc2[n+]1CCC(C)S(=O)(=O)[O-] (configuration not stated)	11
COc1ccc(OCc2cccc(C(=O)O)c2)cc1	-2
COc1ccccc1OCC(=O)N(Cc1nc(-c2ccccc2)no1)C1CCCCC1	4
Cc1ccc(C(=O)N2CCCC2)cc1S(=O)(=O)Nc1ccccc1	-4
CCOC(=O)C1CCN(CC(=O)Nc2c(C(=O)OC)n(C)c3cccc(C)c23)CC1	-3
O=C(Nc1ccc(-c2cn3ccsc3n2)cc1)C1COc2ccccc2O1 (configuration not stated)	14

Molecules listed so far that contain a carbonyl joined to an NH by a bond outside any ring, in the order listed:
SMILES	Artemis endo inh
COC(=O)c1ccc(C(=O)OC)c(NC(=O)COC(=O)C2CC2C)c1 (configuration not stated)	2
O=C(CSc1nnc(-c2ccccc2Cl)n1Cc1ccco1)Nc1ccc2c(c1)OCCO2	6
O=C(Cn1c(=O)oc2ccccc21)Nc1ccc(S(=O)(=O)N2CCCCC2)cc1	-9
CCOC(=O)C1CCN(CC(=O)Nc2c(C(=O)OC)n(C)c3cccc(C)c23)CC1	-3
O=C(Nc1ccc(-c2cn3ccsc3n2)cc1)C1COc2ccccc2O1 (configuration not stated)	14

Bioassay records deposited in PubChem by Sanford-Burnham Center for Chemical Genomics.
